Screens deposited in PubChem BioAssay by several laboratories.
VCAM1 TNFa inh: reduces TNF alpha induced VCAM1 expression in HUVEC; HUVEC TNFa-induced VCAM-1 immunofluorescence, high-content imaging; inhibition, % at 2 µM; actives 0.48% (n = 95,000);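 active = inhibition above the batch mean plus 3 SD, with images confirmed as a hit by eye, cut at about 37% in these data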;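 also: 0% = TNF-stimulated DMSO wells and 100% = unstimulated control wells; not every result past the cut was called active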
DAT uptake mod: changed human dopamine transporter uptake under cocaine IC80; Q01959; LLC-PK1 hDAT cells, [14C]-dopamine uptake with cocaine IC80; actives deviate in either direction; B-score at 10 µM; actives 1.3% (n = 110,000); AID 449768;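 active = Z score or B-score, a plate-position-corrected score, falls beyond the plate's 99.7% confidence bounds, in either direction; inactive = both scores lie inside the 99.7% bounds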;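 also: scored against the spread of the other compound wells on the same plate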
Target sequence (Q01959 whole entry, looked up): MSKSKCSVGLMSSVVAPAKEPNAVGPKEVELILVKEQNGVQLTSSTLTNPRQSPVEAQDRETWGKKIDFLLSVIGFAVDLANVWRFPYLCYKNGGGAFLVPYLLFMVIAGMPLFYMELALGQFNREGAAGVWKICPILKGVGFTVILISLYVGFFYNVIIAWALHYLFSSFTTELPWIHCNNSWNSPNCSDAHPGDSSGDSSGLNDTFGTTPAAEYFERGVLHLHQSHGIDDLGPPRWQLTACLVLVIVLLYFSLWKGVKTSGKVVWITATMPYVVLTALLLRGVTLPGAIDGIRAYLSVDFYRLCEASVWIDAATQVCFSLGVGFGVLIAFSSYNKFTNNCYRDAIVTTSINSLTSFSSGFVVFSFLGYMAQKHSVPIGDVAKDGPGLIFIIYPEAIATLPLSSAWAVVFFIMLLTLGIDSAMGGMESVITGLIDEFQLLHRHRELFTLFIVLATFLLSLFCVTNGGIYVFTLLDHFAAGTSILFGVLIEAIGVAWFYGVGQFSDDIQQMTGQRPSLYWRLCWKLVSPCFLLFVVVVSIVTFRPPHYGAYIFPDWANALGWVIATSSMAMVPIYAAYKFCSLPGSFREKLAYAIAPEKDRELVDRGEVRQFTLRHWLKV
E coli WT exp: growth inhibitors of E. coli BW25113 wild type. OD600 absorbance. growth inhibition, % at 100 µM. actives 0.15% (n = 98,000). AID 710;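 active = growth inhibition above about 50% at one test dose, limit read from the data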;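 also: growth measured after 20 h incubation at 37 °C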
IL1B cytotox: toxic to HUVEC cells under IL-1B stimulation. actives 0.41% (n = 94,000). cell count reduction, % at 2 µM. HUVEC cell count loss, Hoechst imaging, IL-1B stimulated;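 active = cell count reduction more than 3 SD above the screen-wide mean, cut at about 70% in these data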;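 also: normalized per plate to untreated control cells as the no-loss baseline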
PLK1 inh: inhibitors of human PLK1 kinase. P53350. recombinant PLK1 kinase, TR-FRET peptide phosphorylation. inhibition, % at 10 µM. actives 0.53% (n = 97,000);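 active = inhibition of 50% or more in the single-concentration screen; inactive = inhibition below 50%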;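 also: 0% = DMSO max control and 100% = H-89 dihydrochloride min control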
HUVEC tox TNFa: toxic to HUVEC cells under TNF alpha stimulation; HUVEC TNFalpha-stimulated, Hoechst cell count, imaging; cell count reduction, % at 2 µM; actives 0.17% (n = 93,000); AID 848;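 active = cell count reduction exceeding the screen mean by over 5 SD, scaled to untreated wells per plate, cut at about 78% in these data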;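 also: cells counted after 24 h of TNF alpha exposure following the 1 h pretreatment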
Plk1 PBD FP: blocks phosphopeptide binding to human Plk1 polo box domain | P53350 | Plk1 PBD phosphopeptide binding, fluorescence polarization | inhibition, %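 (tested at about 20 µM)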 | actives 0.13% (n = 97,000); in the data active = inhibition above about 34%, passing the limit was not always enough
F-actin modifier: cytoskeleton assembly modification; actives 0.18% (n = 91,000); inhibition, % at 2 µM; AID 836; HUVEC TNFa F-actin phalloidin imaging, high content;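 active = inhibition above the batch mean plus 3 SD and confirmed as a hit by visual image inspection, cut at about 30% in these data, passing the limit was not always enough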; also: strong numbers were not always called active
sEH inhibitor: inhibitors of human soluble epoxide hydrolase; recombinant human sEH enzymatic activity assay; inhibition, % at 2 µM; actives 0.34% (n = 91,000); in the data active = inhibition above about 80%; also: values of inactives mirror those of a sister screen read the other way; many of its hits are not listed in these tables
* marks the source's active call; other numbers are inactive results; x = not tested or not shown.

SMILES	VCAM1 TNFa inh	DAT uptake mod	E coli WT exp	IL1B cytotox	PLK1 inh	HUVEC tox TNFa	Plk1 PBD FP	F-actin modifier	sEH inhibitor
CC(C)(C)c1nc(CN2CCOCC2)ccc1O	11	-0.14	6	7	-17	-8	-5	2	-14
COc1cc(NC(=O)CCCSc2nc(-c3ccco3)cc(C(F)(F)F)n2)cc(OC)c1OC	-10	3.4	x	-10	-19	x	18	-4	26
Cc1cc(SCC(=O)Nc2c(C)n(C)n(-c3ccccc3)c2=O)n2c(nc3ccccc32)c1C#N	-11	x	x	-65	-13	-2	-19	7	-15
COc1cc(C2=NOC(C(=O)Nc3ccc(C)cc3)C2)cc(OC)c1OC (stereo unspecified)	-10	-0.064	-2	-5	8	-14	-20	11	-8
Cc1nc(SCC(=O)Nc2c(C)n(C)n(-c3ccccc3)c2=O)[nH]c(=O)c1C	6	0.11	x	28	-13	-12	6	2	14
CCOc1ccc2c(c1)nc(SCC(=O)c1ccc(Br)s1)n2C	20	0.066	30	-43	-19	-4	-15	-6	-5
O=S(=O)(Cc1ccccc1)N1CCc2ccccc21	18	-1.2	2	-38	-10	6	-12	-12	-2
O=S(=O)(c1ccc(-c2ccccc2)cc1)N1CCOCC1	36	-1	2	10	-7	9	3	-4	3
Clc1cccc(Oc2cnns2)c1Cl	27	-0.65	17	-17	-1	21	-20	x	-1
O=C(CSc1nc2c(sc3ccccc32)c(=O)n1CCO)NCc1ccco1	10	-0.08	-8	2	-6	-12	16	-38	5
CC(C)[C@H](N)c1nnc(SC/C=C/c2ccccc2)o1	-12	1.1	12	-1	-3	-10	-11	-6	-3
Cc1cc(N2C(=O)C(=O)/C(=C(/O)c3ccc(Cl)cc3)C2c2cccc(Br)c2)no1 (stereo unspecified)	6	1.5	7	-4	-46	-17	17	5	-23
CC1C(=O)CCN(C(C)(C)C)C1C (stereo unspecified)	4	1.9	0	4	-18	-1	8	-19	-11
NS(=O)(=O)c1ccc(NC(=O)N2c3ccccc3Sc3ccccc32)cc1	-4	0.55	-8	-10	-14	-8	-10	9	-13
O=C(O)CCC(=O)N1CCc2cc(S(=O)(=O)NC3CCCc4ccccc43)ccc21 (stereo unspecified)	14	-0.55	-4	-12	-11	-49	-6	1	13

Complete entries from above. Screens in order: VCAM1 TNFa inh	DAT uptake mod	E coli WT exp	IL1B cytotox	PLK1 inh	HUVEC tox TNFa	Plk1 PBD FP	F-actin modifier	sEH inhibitor
Listed for COc1cc(C2=NOC(C(=O)Nc3ccc(C)cc3)C2)cc(OC)c1OC (stereo unspecified) = -10	-0.064	-2	-5	8	-14	-20	11	-8
Listed for COc1cc(NC(=O)CCCSc2nc(-c3ccco3)cc(C(F)(F)F)n2)cc(OC)c1OC = -10	3.4	x	-10	-19	x	18	-4	26
Listed for CC1C(=O)CCN(C(C)(C)C)C1C (stereo unspecified) = 4	1.9	0	4	-18	-1	8	-19	-11

3 compounds already listed, sorted by heavy-atom count, smallest number first:
SMILES	VCAM1 TNFa inh	DAT uptake mod	E coli WT exp	IL1B cytotox	PLK1 inh	HUVEC tox TNFa	Plk1 PBD FP	F-actin modifier	sEH inhibitor
Clc1cccc(Oc2cnns2)c1Cl	27	-0.65	17	-17	-1	21	-20	x	-1
Cc1nc(SCC(=O)Nc2c(C)n(C)n(-c3ccccc3)c2=O)[nH]c(=O)c1C	6	0.11	x	28	-13	-12	6	2	14
COc1cc(NC(=O)CCCSc2nc(-c3ccco3)cc(C(F)(F)F)n2)cc(OC)c1OC	-10	3.4	x	-10	-19	x	18	-4	26

Further results.
SMILES	VCAM1 TNFa inh	DAT uptake mod	E coli WT exp	IL1B cytotox	PLK1 inh	HUVEC tox TNFa	Plk1 PBD FP	F-actin modifier	sEH inhibitor
Cc1nc(=O)cc(-c2ccccc2)n1-c1ccccc1	-2	0.063	-6	-5	-11	-7	-6	-7	4
COc1ccc(CN2CCCC(C(=O)N3CCCC3)C2)cc1 (stereo unspecified)	9	-0.12	7	-38	6	-27	16	20	7
COc1ccc(Nc2ncnc3c2cnn3Cc2ccccc2)cc1	-4	3.2*	x	13	2	-9	-15	13	24
CC1=C(C(=O)Nc2ccccn2)C(c2ccc(N(C)C)cc2)n2ncnc2N1 (stereo unspecified)	5	-0.033	4	3	-7	-18	-2	11	-5
CC(C)(C)SCCNC(=O)c1ccc(Cl)c(S(=O)(=O)N2CCOCC2)c1	-11	-1.6	x	30	-6	-22	-12	2	86*
Cc1ccc(S(=O)(=O)N2CCC(=O)N2)cc1	-13	-0.28	3	2	5	-20	7	18	4
COC(=O)c1ccc(NC(=O)COc2ccc(S(=O)(=O)N3CCCCC3)cc2)cc1	-4	0.57	-1	-4	-8	-23	-1	13	-2
C(=C\c1ccccc1)/C=N/N1CCN(c2ccccn2)CC1	-18	1.6	3	17	-9	-2	17	12	-12
O=C(Nc1ccccc1)NC1CC2CCC(C1)N2Cc1nnnn1Cc1ccc2c(c1)OCO2 (stereo unspecified)	1	0.11	-3	-63	-5	-5	-12	-10	67
COc1ccc(-n2c(SCC(=O)NCCC(C)C)nc3ccsc3c2=O)cc1	-3	-1.6	-15	-10	-16	4	12	-13	7
N#CC(/C(=N/S(=O)(=O)c1cccs1)c1ccccc1)c1nc2ccccc2[nH]1 (stereo unspecified)	5	x	-4	4	-11	-17	5	14	-6
CC(C)(C)C(=O)Nc1ccc(-c2cn3ccsc3n2)cc1	18	x	-3	21	-5	33	4	-28	10
Cc1ccccc1-n1c(C)cc(/C=N/NC(=O)c2ccc(CN3CCOCC3)cc2)c1C	7	-0.77	-7	0	-16	-6	-10	8	-9
CC(C)CC(C(=O)Nn1cnnc1)N1C(=O)c2ccccc2C1=O (stereo unspecified)	16	-0.49	3	5	-9	-16	-7	20	2
N/C(=N\c1nc2ccccc2o1)NC(=O)c1ccc(F)cc1	-6	0.03	1	-4	-11	-8	28	19	-1
CCCC(c1nnnn1CS(=O)(=O)c1ccc(C)cc1)N1CCN(c2ccccc2)CC1 (stereo unspecified)	-18	x	-16	-2	-3	2	-18	-3	-3
Cc1cc(S(=O)(=O)N(Cc2ccc(F)cc2)CC2CCCO2)ccc1-n1cnnn1 (stereo unspecified)	9	0.35	-5	-13	-5	-21	8	32	10
O=C(c1ccccc1)c1cc[n+]([O-])cc1	-64	0.013	x	-17	-5	-13	1	-4	-1
NCCCSC1=NCCCN1	-6	0.014	-6	20	-5	-17	7	16	10
Clc1ccc(CO/N=C/c2c(-c3ccccc3)nc3n2CCS3)c(Cl)c1	0	0.49	-20	-7	-8	-6	-11	-5	18
C=CCNC(=O)c1ccncc1	7	-1.2	-1	-23	-2	-50	14	5	-8
Cc1ccc(OCC(=O)N(Cc2ccc(N(C)C)cc2)C2CCS(=O)(=O)C2)cc1 (stereo unspecified)	-5	1.3	-5	-3	-8	-4	11	-24	-7
CCC(C)(C)n1nnnc1CN1CCC(NC(=O)c2ccccc2C)CC1	-7	-0.38	x	13	-8	-25	8	18	0
Nc1c2c(nc3ccn(Cc4ccccc4)c(=O)c13)CCC2	-4	0.85	11	-29	-6	-8	-8	-20	-5
CC(Sc1ccccn1)C(=O)Nc1ccccc1 (stereo unspecified)	-1	0.44	0	0	-6	-24	5	-4	-5
COCCOC(=O)C1=C(C)N=c2s/c(=C\c3cccs3)c(=O)n2C1c1cccs1 (stereo unspecified)	3	2.1	-18	-11	-7	2	32	-6	15
CC1CN(C)C(c2ccccc2)C(C)C12NC(=O)NC2=O (stereo unspecified)	-2	-0.38	-1	-10	-16	-5	-20	-24	7
CC1CCCC(NC(=O)COC(=O)Cc2cn3ccsc3n2)C1C (stereo unspecified)	-15	0.055	3	1	-5	-23	-14	-5	-5
COc1cc(OC)cc(-c2cc3nc(C)c(CCC(=O)NC(C)CCc4ccco4)c(C)n3n2)c1 (stereo unspecified)	-11	0.39	-8	6	-6	10	-7	2	3
Cc1nc2cc(NC(=O)NCc3ccccc3)ccc2o1	-1	-1.2	3	5	-4	15	-9	9	27
COc1ccc(CCNC2CC(=O)N(CCc3ccc(OC)c(OC)c3)C2=O)cc1 (stereo unspecified)	3	0.19	4	-3	-3	8	-20	x	-1
COc1ccc(CCN2CC(C#N)=C3c4cc(OC)c(OC)cc4CCN3C2)cc1OC	5	3.4*	10	6	-1	-26	7	14	x
CC1(C)Cc2[nH]c(=O)c(C#N)cc2CS1	-8	0.2	-3	-15	1	-20	-6	42	-4
CC(C)N=C(NC#N)SCc1ccccc1	-8	0.25	1	27	-5	-11	4	-8	x
O=C(O)CCNS(=O)(=O)c1ccc2ccccc2c1	-3	1.5	-11	2	-13	2	-12	-8	6
O=C(CSc1ccccc1)Nc1ccccc1N1CCOCC1	-9	-1.3	2	18	-1	-4	-2	14	x
COc1ccc(-c2cc(C(=O)NCCc3ccccc3)no2)cc1OC	x	1.4	-1	0	-8	x	7	x	0
Cc1c(NC(=O)C(C)OC(=O)c2cc3c4ccccc4n(C)c3s2)c(=O)n(-c2ccccc2)n1C (stereo unspecified)	15	4.7*	2	-8	-5	-17	14	2	0
COc1cc2c(cc1OC)C(c1cc3cc4c(cc3[nH]c1=O)OCO4)N(C(=O)C(C)C)CC2 (stereo unspecified)	x	-0.025	x	19	-10	x	13	x	1
CC1CCN(C(=O)CSc2nc3ccccc3s2)CC1	18	x	1	-7	-3	-4	11	-17	2
COc1cc(OC)cc(-c2cc3nc(C)c(CCC(=O)O)c(=O)n3[nH]2)c1	11	x	6	6	7	-23	36	11	x
CCC(=O)Nc1nc(=S)ss1	4	-0.55	14	20	-12	-8	-8	x	1
Nc1nc(SCc2ccccc2)ns1	28	-0.031	11	15	-1	35	-9	8	-6
CC(C)c1cc(NC(=O)C(C)(C)C)cc(C(C)C)c1O	26	0.052	-2	-1	-8	10	2	-8	3
CC1C=CC(C)C(C(=O)O)C1C(=O)O (stereo unspecified)	20	0.88	-6	-16	-6	-22	30	0	-1
N#C/C(=C\c1ccccc1)c1n[nH]c(Cn2cncn2)n1	22	0.35	-2	-6	5	-1	0	-23	12
Cc1ccc(NCc2nnc(SCC(=O)OC3CCCCC3)o2)c(C)c1	-6	-0.2	8	22	-9	25	5	14	-6
O=C(Nc1ccccc1)c1ccc(S(=O)(=O)NCc2ccco2)cc1	-10	-0.57	-6	17	-8	-10	-9	-2	-15
Cc1cc(C)c(C)c(S(=O)(=O)N2CCN(CC(=O)NC(=O)NCc3ccccc3)CC2)c1C	-4	-1.9	-1	4	-8	-1	15	7	-4
CC1(C)CC(=O)c2cc3c(N)c(C(=O)NCc4ccccc4)sc3nc2C1	-1	1.4	-8	-2	-5	-7	-14	-34	2
Cn1c(SCC(=O)NCc2ccc3c(c2)OCO3)nnc1C1COc2ccccc2O1 (stereo unspecified)	2	-1.4	7	4	-6	-20	-7	-23	-14
Cc1cc(C(=O)CSc2n[nH]c(N)n2)c(C)n1C1CC1	3	-1.8	5	-7	-7	-6	-4	-1	-11
CCN(CC)S(=O)(=O)c1cccc(C(=O)Nc2cccc(C)c2)c1	6	1.3	-4	-24	-4	-27	-12	x	63
COc1cc(/C=C2/C(=N)N3C=CSC3=NC2=O)ccc1OCCCOc1cc(C)ccc1C	4	0.2	-3	41	-3	-9	13	4	-6
O=C(Nc1sccc1C(=O)NCc1ccco1)c1cccnc1	15	1.5	6	-4	-6	-9	-32	-3	2
CCC(C)NC(=O)CSc1nc2ccsc2c(=O)n1NC(=O)c1ccccc1 (stereo unspecified)	-5	-0.85	9	8	-14	4	20	0	-1
COc1cc(NC(=O)c2cccs2)c(C(=O)OCC(=O)NC(=O)NCc2ccccc2)cc1OC	-22	-0.36	2	0	-6	-33	8	8	9
CCCc1cc(C(=O)NCc2cccs2)no1	-9	-0.08	15	-22	-10	-2	35	10	3
O=C(COc1ccc(-c2nnco2)cc1)N1CCN(S(=O)(=O)c2ccccc2)CC1	-1	0.28	4	-3	3	-11	7	-6	x
CCCS(=O)(=O)N1CCCC(C(=O)NCCN2CCC(Cc3ccccc3)CC2)C1 (stereo unspecified)	-1	-0.22	1	-80	-8	-13	7	-1	-26
Cc1cc(=O)n2[nH]c(-c3ccc(Cl)cc3)cc2n1	-3	0.04	-3	38	2	-5	-15	-15	2
CC(=O)Nc1ccc(OC(=O)c2cccnc2)cc1	6	0.035	5	-5	-6	3	-1	2	8

Not a hit list. About 3.4% of those tested had a hit in this group.
